Screening results deposited in PubChem BioAssay by The Scripps Research Institute Molecular Screening Center.
ADAM17 inh: inhibitors of human ADAM17. P78536. hit rate 0.83% among 370,000. inhibition, % at 6.95 µM. recombinant ADAM17, EDANS/DABCYL FRET peptide cleavage;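 active = inhibition above the mean of compounds lying between control limits plus 3 SD, set per campaign, cut at about 8.5% in these data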;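 note: 0% = DMSO-only wells as the low control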
hgDAF-12 ag: agonists of H. glycines DAF-12 nuclear receptor | HEK293 GAL4-hgDAF12 UAS-luciferase reporter, agonist luminescence; normalized to butyrate control | activation, % at 6.8 µM | hit rate 1.8% among 370,000;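 active = activation above a cutoff set at the mean of all screened compounds plus 3 SD, cut at about 10% in these data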;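 note: 0% = DMSO wells and 100% = sodium butyrate wells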
ADAM10 inh: inhibits human ADAM10. O14672. recombinant ADAM10, EDANS/DABCYL FRET peptide cleavage, 3 h. inhibition, % at 7 µM. hit rate 0.62% among 370,000;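 active = inhibition above a per-campaign cutoff equal to the mean of compounds falling between control-based bounds plus 3 SD, cut at about 20% in these data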;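 note: 0% = DMSO wells while the 100% control is not disclosed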
hcDAF-12 act: H. contortus DAF-12 activation, primary screen | HEK293 hcDAF-12 lit1-tk-luc reporter, luminescence; 0% DMSO, 100% Δ7-dafachronic acid | activation, % at 6.8 µM | hit rate 1.4% among 370,000 | AID 652067;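 active = activation above the mean of all tested compounds plus 3 SD, cut at about 5.5% in these data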;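 note: 100% = response to 3 µM Δ7-dafachronic acid high control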
DAX1 inh-1: NR0B1 (DAX1) inhibition; inhibition, % at 6.75 µM; AID 504766; P51843; HEK293 Gal4-DAX1 luciferase reporter, luminescence; hit rate 0.99% among 340,000;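 active = inhibition above the mean over all tested compounds plus 3 SD, cut at about 4.2% in these data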;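 note: 0% = DAX1-transfected cells with DMSO and 100% = empty-vector control cells with DMSO; inhibition shows as a rise in luminescence from relieved DAX1 repression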
GAA850 FXN act: frataxin GAA850 promoter activation | HEK293 lucGAA850 FXN promoter luciferase reporter, 24 h; percent of 10 µM SAHA response | activation, % at 6 µM | hit rate 0.56% among 360,000;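 active = activation above the average of all compounds screened plus 3 SD, cutoff fixed separately per campaign, cut at about 7.5% in these data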;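 note: 0% = DMSO wells and 100% = 10 µM SAHA wells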
HGIII-sPLA2 inh: Blocks human group III sPLA2 activity; QFRET BODIPY PC-A2 liposome hydrolysis, fluorescence; inhibition, % at 12.2 µM; hit rate 0.56% among 370,000; AID 743126;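 active = inhibition above mean plus 3 SD of compounds lying within the high and low control bounds, cut at about 19% in these data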;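 note: 0% = median of test compound wells and 100% = no enzyme DMSO wells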
PLC-beta3 inh: inhibitors of human phospholipase C beta3 | Purified PLC-beta3, fluorogenic substrate, fluorescence | inhibition, % at 12.2 µM | hit rate 0.18% among 370,000; in the data active = inhibition above about 11%;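 note: 0% = median of compound wells on plate and 100% = full blocker control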
Target sequence (Q01970 whole entry, looked up): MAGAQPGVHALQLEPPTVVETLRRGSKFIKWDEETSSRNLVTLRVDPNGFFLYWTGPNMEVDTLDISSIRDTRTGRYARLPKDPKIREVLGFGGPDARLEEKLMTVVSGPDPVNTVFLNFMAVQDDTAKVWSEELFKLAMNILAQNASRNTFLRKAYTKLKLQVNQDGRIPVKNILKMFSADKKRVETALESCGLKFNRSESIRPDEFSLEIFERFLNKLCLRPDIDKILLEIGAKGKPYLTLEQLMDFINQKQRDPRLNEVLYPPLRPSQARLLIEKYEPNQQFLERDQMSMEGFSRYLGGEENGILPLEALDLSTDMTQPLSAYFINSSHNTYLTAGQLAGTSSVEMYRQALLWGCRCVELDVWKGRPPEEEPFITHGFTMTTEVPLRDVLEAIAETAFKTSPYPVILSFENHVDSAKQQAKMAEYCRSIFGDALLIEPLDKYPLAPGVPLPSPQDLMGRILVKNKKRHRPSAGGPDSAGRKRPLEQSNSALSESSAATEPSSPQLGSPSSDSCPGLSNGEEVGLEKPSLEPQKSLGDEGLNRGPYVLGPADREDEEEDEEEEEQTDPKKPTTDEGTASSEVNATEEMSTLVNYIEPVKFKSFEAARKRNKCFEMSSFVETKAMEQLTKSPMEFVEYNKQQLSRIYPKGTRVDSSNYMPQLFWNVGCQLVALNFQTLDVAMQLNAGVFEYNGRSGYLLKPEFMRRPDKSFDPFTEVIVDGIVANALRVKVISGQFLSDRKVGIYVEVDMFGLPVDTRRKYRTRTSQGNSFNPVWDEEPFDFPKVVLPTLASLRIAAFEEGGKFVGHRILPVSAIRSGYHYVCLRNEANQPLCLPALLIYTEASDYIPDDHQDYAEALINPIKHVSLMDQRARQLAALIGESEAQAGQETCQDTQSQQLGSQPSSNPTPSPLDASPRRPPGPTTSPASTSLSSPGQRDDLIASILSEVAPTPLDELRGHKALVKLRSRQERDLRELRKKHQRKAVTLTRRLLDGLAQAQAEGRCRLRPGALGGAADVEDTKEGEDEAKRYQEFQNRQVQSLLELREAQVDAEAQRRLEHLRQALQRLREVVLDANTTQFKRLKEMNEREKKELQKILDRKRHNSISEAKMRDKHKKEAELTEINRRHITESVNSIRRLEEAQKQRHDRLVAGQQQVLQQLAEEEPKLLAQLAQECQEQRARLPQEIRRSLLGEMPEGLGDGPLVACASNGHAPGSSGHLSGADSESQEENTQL
PLCg1 inh: PLC-gamma1 (human) inhibition, primary screen; hit rate 0.84% among 370,000; P19174; purified PLC-gamma1, fluorogenic substrate, fluorescence; AID 720700; inhibition, % at 12.2 µM; in the data active = inhibition above about 9.5%
ssDAF-12 act: activators of S. stercoralis DAF-12 nuclear receptor. HEK293 ssDAF-12/GRIP1 lit1-tk-luc reporter, luminescence; % of 3 µM dafachronic acid response. activation, % at 6.8 µM. hit rate 1% among 370,000. AID 652126;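 active = activation above the mean over all tested compounds plus 3 SD, cut at about 0.9% in these data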;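 note: 0% = DMSO-only wells and 100% = 3 µM delta7-dafachronic acid wells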
DAX1 inh-2: DAX1 (NR0B1) inhibition, primary screen; HEK293T StAR-luciferase reporter, SF-1/DAX-1 repression relief; inhibition, % at 6.8 µM; hit rate 1.1% among 370,000; AID 652010;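 active = inhibition above the mean over all tested compounds plus 3 SD, cut at about 3.6% in these data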;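 note: 0% = DAX-1 cells with DMSO and 100% = cells lacking DAX-1 with DMSO; higher inhibition means more luminescence from relief of DAX-1 repression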
Active calls of the source: *; · = not tested or not shown.

SMILES	ADAM17 inh	hgDAF-12 ag	ADAM10 inh	hcDAF-12 act	DAX1 inh-1	GAA850 FXN act	HGIII-sPLA2 inh	PLC-beta3 inh	PLCg1 inh	ssDAF-12 act	DAX1 inh-2
Nc1cc2ccccc2oc1=O	-2	0.6	-5	2.5	-0.4	2.3	3	3	1	-0.4	-0.2
NC(=O)C1CCN(CCC(=O)Nc2ccc(F)c(F)c2)CC1	2	0.0	-3	-1.9	1.0	2.6	1	1	0	-1.9	-0.1
CCn1c(-c2cccnc2Cl)nc2ccccc21	1	-1.4	9	0.3	-0.1	0.8	2	0	2	-0.7	0.2
Cc1ccc2c(C)c(C(=O)N(Cc3ccccc3)C3CCS(=O)(=O)C3)oc2c1 (centres undefined)	3	-1.2	9	-3.0	1.1	-2.0	-6	2	4	-1.2	-0.6
CC(C)(C)OC(=O)N1O[C@H]2C[C@@H]1[C@@H]1[C@@H]2N=NN1C12CC3CC(CC(C3)C1)C2	2	-1.4	1	1.6	-0.4	-0.4	4	7	7	-0.9	0.0
Cc1ccc(-c2nc3cc(Br)cnc3nc2-c2ccc(C)cc2)cc1	-5	4.9	-6	-0.1	1.5	0.8	-2	-7	-3	0.6	0.1
CCOC(=O)N1CCN(c2c(N3CC=C(c4ccccc4)CC3)c(=O)c2=O)CC1	0	-1.6	-12	0.7	-1.1	0.7	-6	-3	-1	-1.3	2.1
CCC[C@@H](/C=C/C(=O)OC(C)(C)C)Sc1ccc(OC)cc1	-6	4.3	-7	-0.8	·	·	7	1	-1	-0.9	1.1
Cc1occc1C(=O)N/N=C/c1ccccc1[N+](=O)[O-]	-3	8.2	6	3.3	2.3	1.8	2	-4	2	-0.8	1.3
OC(c1ccc(F)c(F)c1)c1nc(-c2cccc(C(F)(F)F)c2)cs1 (centres undefined)	9.4*	-0.7	26*	0.3	·	2.6	-11	-3	-3	-0.4	-0.5
CCOc1cc(C(=O)NC(C)C2CC3CCC2C3)cc(OCC)c1OCC (centres undefined)	-1	0.2	4	-0.3	·	-0.4	-1	2	6	-1.4	-0.1
N#Cc1ccc(OCC(=O)N/N=C2/CC(c3ccccc3)Oc3ccccc32)cc1 (centres undefined)	-2	0.0	-8	-1.0	1.1	0.9	5	0	6	-1.4	0.2
CCCCC[C@H](C)N1C[C@@H](COCc2ccccc2)Oc2cc(N3CC[C@@H](O)C3)ccc2S1(=O)=O	7	-0.2	7	0.7	·	·	1	-7	-3	-1.7	1.9
Cc1cccc(-c2onc3ccc(C4(C)OCCO4)cc23)c1	-6	-0.4	-16	-2.9	-0.3	0.0	-1	-19	-14	-1.5	-1.3
CC(C)N(Cc1nc(-c2ccccc2)no1)C(=O)c1ccc(Br)o1	4	1.5	9	-1.6	0.2	-1.1	0	6	4	-1.6	-1.4

At a glance, some entries already given.
SMILES	ADAM17 inh	hgDAF-12 ag	ADAM10 inh	hcDAF-12 act	DAX1 inh-1	GAA850 FXN act	HGIII-sPLA2 inh	PLC-beta3 inh	PLCg1 inh	ssDAF-12 act	DAX1 inh-2
Cc1ccc(-c2nc3cc(Br)cnc3nc2-c2ccc(C)cc2)cc1	-5	4.9	-6	-0.1	1.5	0.8	-2	-7	-3	0.6	0.1
CCOC(=O)N1CCN(c2c(N3CC=C(c4ccccc4)CC3)c(=O)c2=O)CC1	0	-1.6	-12	0.7	-1.1	0.7	-6	-3	-1	-1.3	2.1
CCC[C@@H](/C=C/C(=O)OC(C)(C)C)Sc1ccc(OC)cc1	-6	4.3	-7	-0.8	·	·	7	1	-1	-0.9	1.1
Cc1occc1C(=O)N/N=C/c1ccccc1[N+](=O)[O-]	-3	8.2	6	3.3	2.3	1.8	2	-4	2	-0.8	1.3
OC(c1ccc(F)c(F)c1)c1nc(-c2cccc(C(F)(F)F)c2)cs1 (centres undefined)	9.4*	-0.7	26*	0.3	·	2.6	-11	-3	-3	-0.4	-0.5
CCOc1cc(C(=O)NC(C)C2CC3CCC2C3)cc(OCC)c1OCC (centres undefined)	-1	0.2	4	-0.3	·	-0.4	-1	2	6	-1.4	-0.1
N#Cc1ccc(OCC(=O)N/N=C2/CC(c3ccccc3)Oc3ccccc32)cc1 (centres undefined)	-2	0.0	-8	-1.0	1.1	0.9	5	0	6	-1.4	0.2
CCCCC[C@H](C)N1C[C@@H](COCc2ccccc2)Oc2cc(N3CC[C@@H](O)C3)ccc2S1(=O)=O	7	-0.2	7	0.7	·	·	1	-7	-3	-1.7	1.9

New compounds follow
SMILES	ADAM17 inh	hgDAF-12 ag	ADAM10 inh	hcDAF-12 act	DAX1 inh-1	GAA850 FXN act	HGIII-sPLA2 inh	PLC-beta3 inh	PLCg1 inh	ssDAF-12 act	DAX1 inh-2
Cc1nn2c(N3CCOCC3)cc(C(C)(C)C)nc2c1-c1ccccc1	-5	-0.4	-14	-0.6	1.1	0.5	6	-2	-4	-0.2	-0.1
O=C(NCc1ccncc1)C1CCCN(S(=O)(=O)Cc2ccccc2)C1 (centres undefined)	-2	2.2	3	-1.5	0.5	-0.6	0	3	0	-1.1	0.3
COc1cccc(OCc2nnc(-c3cccs3)o2)c1	0	3.0	1	-0.1	0.0	3.1	5	8	1	-1.1	2.5
CC(C)/C=C/C(=O)N1CCC(N2CCC(C(=O)N3CCOCC3)CC2)CC1	-1	5.7	-3	0.7	-0.2	3.6	-5	-7	0	-1.7	-0.2
COC(=O)CCSc1cc([N+](=O)[O-])cc2c1c(C1OCCS1)nn2-c1ccccc1 (centres undefined)	5	-1.0	2	-1.2	-0.3	4.8	-5	-5	-6	-1.4	0.2
CCOC(=O)CCc1c(C)c2ccc(OCC)c(C)c2oc1=O	-64	1.2	-190	-1.1	·	·	-2	-16	-13	-1.6	-1.1
O=C(Nc1sc2c(c1C(=O)O)CCC2)c1ccccc1F	0	-0.5	-7	-0.2	0.4	0.1	-5	-84	-78	-0.9	0.0
CC1CCN(C(=O)c2cc3ccccc3cc2O)CC1	-4	0.8	-9	1.0	0.1	-1.4	-34	-95	-61	-0.7	-0.9
CCOP(=O)(c1ccccc1)C(O)c1ccc(Br)cc1 (centres undefined)	0	-1.3	3	-0.6	-1.2	3.6	5	1	2	-1.2	0.1
O=C(NC1CCCc2ccccc21)C1CCN(C(=O)c2sccc2-n2cccc2)CC1 (centres undefined)	-3	0.8	2	-0.2	1.8	1.5	-3	3	-1	-1.1	-1.3
Cc1nnsc1C(=O)Nc1ccc(Cl)cc1	-1	-0.2	3	-2.8	-0.2	0.8	0	1	1	-1.6	-1.0
Cc1ccc(-c2csc(Nc3ccc(C(=O)O)cc3)[n+]2Cc2ccccc2)cc1	2	3.0	2	0.8	0.2	0.9	2	1	4	-0.7	2.1
COc1ccc(NC(=O)O/N=C/c2ccccc2Cl)cc1	-1	1.4	-4	-0.1	1.1	3.7	7	-7	0	-0.7	-0.1
O=C(COC(=O)c1ccc(NS(=O)(=O)c2cccs2)cc1O)NCc1ccccc1	-1	-1.5	4	0.7	-1.5	-2.6	-31	-7	-1	-1.4	-1.8
COc1ccc(S(=O)(=O)N2CCN(Cc3cccc(OC)c3OC)CC2)cc1	0	-1.8	5	-0.5	1.9	4.1	-9	-5	1	-1.5	0.5
CC1Cc2ccccc2N1S(=O)(=O)c1cccc(C(=O)NCc2ccncc2)c1 (centres undefined)	0	-3.0	-3	-2.8	-0.8	1.5	-5	-7	3	-1.3	-3.6
Cc1cc2ncn(C3CC(=O)N(C)C3=O)c2cc1C (centres undefined)	2	3.5	7	4.0	1.1	0.1	6	1	7	-0.9	0.0
CC1(C)CC(=O)c2cnc(NCC3CCCO3)nc2C1 (centres undefined)	-8	0.4	-11	-2.0	0.1	0.9	7	0	0	-1.4	-0.1
O=C(NC1CCCCC1)C(c1cccnc1)N(C(=O)c1csnn1)c1ccc(F)cc1 (centres undefined)	-1	-0.1	-4	-0.3	1.4	0.4	0	-8	2	-1.2	0.6
N#C/C(=C/c1ccncc1)c1nc2ccccc2s1	1	6.0	-18	1.3	-0.4	3.4	-16	-153	-115	0.1	0.8
COc1ccc(S(=O)(=O)N(Cc2ccc(OC)c(OC)c2)Cc2ccco2)cc1	6	-3.5	18	-2.5	-0.4	-0.6	-18	9	3	-1.6	-1.0
COc1ccc(-c2sc3ccccc3c2C#Cc2cncn2C)cc1	-129	-2.1	-394	-1.2	-0.1	0.3	-14	-294	-210	-1.1	-0.1
CC1CCC/C(=N\NC(=O)COc2ccc(Cl)cc2Cl)C1 (centres undefined)	2	-2.7	2	-0.2	0.3	-0.4	4	1	3	-1.7	0.0
COc1ccc(Cl)cc1NS(=O)(=O)c1cc(Cl)ccc1OC	-2	0.2	-5	1.8	0.2	1.0	-2	1	-2	-1.4	0.2
Cc1c2n(c3ccccc13)CC/C2=N\O	-8	0.3	-19	-1.1	0.5	0.6	10	-21	-10	-1.1	-0.2
O=c1[nH]c2ccc(S(=O)(=O)Nc3ccccc3O)cc2[nH]1	-2	3.5	17	1.9	0.8	2.2	8	-7	0	-0.3	0.1
CCCC(=O)c1c(NC(C)C)cc(C)oc1=O	5	-2.1	7	0.0	-0.8	-1.0	3	4	6	-0.8	-1.3
O=C(CC(=O)c1ccccc1)CC(O)(C=Cc1ccccc1)c1ccccc1 (centres undefined)	1	5.3	1	1.5	-0.4	4.0	-14	2	-2	-1.1	-1.8
Oc1c(Br)cc(Br)cc1/C=N/N1CCN(Cc2ccccc2)CC1	-2	1.3	0	-2.2	0.1	2.1	4	-10	-8	-1.0	0.0
Cc1c(C(=O)NNC(=O)c2csc(N3CCOCC3)n2)cccc1[N+](=O)[O-]	1	-0.6	3	-0.6	-0.4	0.4	4	-1	3	-0.9	-1.5
CN(C)c1ccc(C(=O)/C=C/c2cccnc2)cc1	0	1.4	3	0.6	0.5	8.8*	1	-5	0	-1.1	-0.1
CCOC(=O)NC(NC(=S)Nc1ccc(OCC)cc1)C(Cl)(Cl)Cl (centres undefined)	0	0.1	-2	-0.8	-0.2	0.5	24*	0	2	-0.6	0.1
O=C([C@H]1O[C@@H](n2ccc(=O)[nH]c2=O)[C@H](O)[C@@H]1O)N1CCSC1	0	-2.0	-1	1.4	·	·	4	4	2	-0.9	1.9
c1ccc(-c2noc(C34CC5CC(CC(C5)C3)C4)n2)nc1	0	6.8	3	6.3*	2.3	5.3	-6	1	-1	0.9*	0.8
Cc1nnc(SCC(=O)Nc2c(Cl)cccc2Cl)[nH]c1=O	-2	-1.4	-8	-3.2	2.4	0.0	3	-19	0	-1.3	0.9
O=C1CC2(CCCC2)C(=O)N1c1ccc(S(=O)(=O)NCC2CC2)cc1Cl	-4	3.1	3	-0.7	0.8	-0.2	2	-3	-2	-1.9	0.2
Cc1cccc2c(=O)oc(-c3ccccc3Cl)nc12	3	0.4	-5	-0.2	0.8	-0.1	4	-7	2	-0.9	0.0
CCC(C)OC1OC(CO)C(O)C(O)C1NC(C)=O (centres undefined)	1	-0.1	3	-1.4	1.2	3.1	-1	2	-1	-0.8	0.1
Cc1ccc(C(=O)Oc2ccccc2N2C(=O)C3CCC(C)CC3C2=O)cc1 (centres undefined)	3	-3.3	4	-0.5	1.0	0.4	-5	-1	1	-0.4	0.2

Rows were taken by chance; any-hit rate near 6.9%.
